Lmaj promast = inhibitors of Leishmania major promastigote growth | Leishmania major promastigotes, resazurin fluorescence viability | inhibition, % at 10 µM | 9% of 200,000 active | AID 1063; in the data active = inhibition above about 50%;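 note: promastigotes grown with compound for 44 hours at 28 °C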
ROMK mod = modulators of human ROMK potassium channel; Tet-inducible ROMK, thallium flux fluorescence; actives lie on both sides; B-score at 10 µM; 2% of 130,000 active;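 active = signal ratio slope over the read window, or its plate-corrected B-score, at least 3 SD from the plate mean, either direction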;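 note: B-score of the F/F0 ratio slope over 7 to 12 s after thallium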
Target sequence (P48048 whole entry, looked up): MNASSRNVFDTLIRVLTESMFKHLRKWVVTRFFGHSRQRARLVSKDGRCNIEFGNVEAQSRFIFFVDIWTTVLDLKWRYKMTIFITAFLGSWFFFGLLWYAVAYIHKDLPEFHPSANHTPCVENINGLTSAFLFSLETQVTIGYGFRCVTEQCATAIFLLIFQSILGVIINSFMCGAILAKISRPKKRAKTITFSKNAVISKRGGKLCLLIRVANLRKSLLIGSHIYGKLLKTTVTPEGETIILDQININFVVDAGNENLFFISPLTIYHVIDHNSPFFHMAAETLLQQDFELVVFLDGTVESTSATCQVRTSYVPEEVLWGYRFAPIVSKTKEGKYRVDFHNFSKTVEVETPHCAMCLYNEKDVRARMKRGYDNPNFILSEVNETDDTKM
PPARg SRC2 recr = PPARgamma-driven SRC-2 recruitment agonism; activation, % at 8 µM; PPARgamma LBD-SRC-2 recruitment, biochemical; 0.34% of 200,000 active; in the data active = activation above about 22%;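 note: 0% = vehicle and 100% = reference agonist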
Target sequence (P37231 whole entry, looked up, the tested form may be a part): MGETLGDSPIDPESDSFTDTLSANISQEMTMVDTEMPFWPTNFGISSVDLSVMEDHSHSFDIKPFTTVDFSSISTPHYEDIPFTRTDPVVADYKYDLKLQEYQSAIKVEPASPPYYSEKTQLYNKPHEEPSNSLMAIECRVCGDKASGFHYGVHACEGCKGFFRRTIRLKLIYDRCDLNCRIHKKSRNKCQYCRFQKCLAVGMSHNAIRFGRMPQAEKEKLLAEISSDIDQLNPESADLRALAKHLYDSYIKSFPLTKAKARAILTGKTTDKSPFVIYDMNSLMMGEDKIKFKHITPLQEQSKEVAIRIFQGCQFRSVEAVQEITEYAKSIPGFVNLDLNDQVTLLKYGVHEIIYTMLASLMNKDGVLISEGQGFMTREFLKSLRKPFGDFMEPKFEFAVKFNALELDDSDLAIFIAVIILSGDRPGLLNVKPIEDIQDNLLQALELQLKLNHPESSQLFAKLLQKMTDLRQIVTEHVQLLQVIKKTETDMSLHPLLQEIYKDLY
PPARg SRC-3 ag = promotes SRC-3 coactivator recruitment by human PPARgamma; P37231; biochemical PPARgamma/SRC-3 coactivator recruitment assay; activation, % at 8 µM; 0.26% of 200,000 active; AID 731; in the data active = activation above about 23%;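 note: 0% = DMSO and 100% = reference agonist; some compounds past the cut are filed as inactive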
TLR4 MyD88 comp = blocks binding of human TLR4 to MyD88. O00206+Q99836. HeLa CL3-4 TLR4/MyD88 BLA complementation, FRET ratio. inhibition, % at 8.4 µM. 0.18% of 200,000 active. AID 861; in the data active = inhibition above about 25%;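 note: 0% = vehicle and 100% = reference inhibitor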
PPARg SRC1 recr = PPARgamma-driven SRC-1 recruitment agonism | P37231 | PPARgamma-SRC-1 coactivator recruitment biochemical assay | activation, % at 8 µM | 0.41% of 200,000 active; in the data active = activation above about 19%;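 note: 0% = DMSO and 100% = reference agonist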
bIAP inhibitor = blocks bovine intestinal alkaline phosphatase activity; inhibition, % at 20 µM; purified bovine IAP, CDP-star luminescence, 30 min; 190,000 tested, under 10 active;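 active = over 50% inhibition of intestinal alkaline phosphatase at 20 µM in the single-dose screen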
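System: Purified bovine intestinal alkaline phosphatase (IAP) enzyme | Input: IAP diluted 1/65,000,000 in the well | Also added: CDP-star chemiluminescent phosphatase substrate, 30 µM final | Dosing: 20 µM single dose | Times: Enzyme reaction for 30 min at room temperature | Detection: Luminescence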
DTT redox prof = compounds producing H2O2 with reducing agent – biochemical, NIH compound library profiling, artefact control for MLSCN library redox annotation, primary screen; DTT-dependent redox cycling H2O2, phenol red/HRP absorbance; 100% = 100 µM peroxide control, 0% = buffer; 0.03% of 200,000 active; activation, % at 10 µM;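 active = activation of at least 50% relative to the plate's high and low controls in the primary single-dose screen; inactive = activation below 50%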;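 note: compound incubated with DTT at 0.8 mM final as the reducing agent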
S1P3 antag = S1P3 (human) receptor antagonism. CHO S1P3 NFAT-BLA reporter, FRET fluorescence, antagonist mode. inhibition, % at 4.98 µM. 0.27% of 170,000 active;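 active = inhibition above the plate cutoff, the mean inhibition of test wells on that plate plus 3 SD, cut at about 28% in these data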;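 note: cells challenged with S1P at its EC80 of 0.8 µM; blue over green emission ratio from cleaved BLA substrate after 4 h stimulation; 0% = S1P-stimulated wells and 100% = unstimulated DMSO-only wells; some compounds past the cut are filed as inactive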
TR-FRET SRC-2 ct = flags TR-FRET format artefacts in PPARgamma SRC-2 recruitment agonist screen; AID 1049; TR-FRET artefact counter-screen; active compounds read high; TR-FRET ratio at 8 µM; 0.4% of 200,000 active; in the data active = TR-FRET ratio above about 2000; note: inactives centre near 1500; reference of the scale not given here
bIAP activator = intestinal alkaline phosphatase (bovine) activation; 0.17% of 200,000 active; activation factor at 20 µM; AID 1016; purified bovine IAP, CDP-star luminescence, 30 min; active compounds read high; fold of DMSO-control signal, blank-subtracted;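 active = activation factor of 2 or more at 20 µM, a signal rise over negative controls twice the positive control's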
* hit, by the source's call.

What do the screens show for `Cn1nc(-c2ccccc2)c(-c2nc(-c3ccccc3Cl)no2)c1Cl`?
Lmaj promast: -1; PPARg SRC2 recr: 6; PPARg SRC-3 ag: -1; TLR4 MyD88 comp: 1; PPARg SRC1 recr: 5; bIAP inhibitor: 16; DTT redox prof: -0.3; TR-FRET SRC-2 ct: 1635; bIAP activator: 0.8

What do the screens show for `COc1ccc(-c2nn(-c3ccccc3)cc2C(=O)N/N=C/c2ccc([N+](=O)[O-])o2)cc1`?
Lmaj promast: 65*; ROMK mod: -0.39; PPARg SRC2 recr: 2; PPARg SRC-3 ag: 0; TLR4 MyD88 comp: -8; PPARg SRC1 recr: 2; bIAP inhibitor: -1; DTT redox prof: -1.7; S1P3 antag: -6; TR-FRET SRC-2 ct: 1566; bIAP activator: 1

Results for O=C(COC(=O)c1cnccn1)NCc1ccccc1 ?
Lmaj promast: -5; PPARg SRC2 recr: -1; PPARg SRC-3 ag: 3; TLR4 MyD88 comp: 2; PPARg SRC1 recr: 0; bIAP inhibitor: 3; DTT redox prof: 1.5; TR-FRET SRC-2 ct: 1564; bIAP activator: 1

How did Cc1cccc(N2CCN(Cc3nc(-c4cccc(Cl)c4)oc3C)CC2)n1 do in these assays?
Lmaj promast: 12; ROMK mod: -0.51; PPARg SRC2 recr: -2; PPARg SRC-3 ag: 1; TLR4 MyD88 comp: -16; PPARg SRC1 recr: -10; bIAP inhibitor: 3; DTT redox prof: -1.4; S1P3 antag: -22; TR-FRET SRC-2 ct: 1440; bIAP activator: 1

Results for CC(C)CC1NC(=S)N(Cc2ccccc2)C1=O (stereo not drawn) ?
Lmaj promast: 16; ROMK mod: 0.16; PPARg SRC2 recr: 6; PPARg SRC-3 ag: 1; TLR4 MyD88 comp: -16; PPARg SRC1 recr: 9; bIAP inhibitor: -39; DTT redox prof: -0.1; S1P3 antag: -5; TR-FRET SRC-2 ct: 1594; bIAP activator: 1.4

What do the screens show for `CC1(C)CC(=O)CC(=Nc2ccc(C(=O)O)cc2)C1`?
Lmaj promast: -8; ROMK mod: -0.18; PPARg SRC2 recr: 7; PPARg SRC-3 ag: 12; TLR4 MyD88 comp: -2; PPARg SRC1 recr: 7; bIAP inhibitor: 2; DTT redox prof: 0.8; S1P3 antag: 103*; TR-FRET SRC-2 ct: 1644; bIAP activator: 1

How did Cc1ccc2oc(=O)c3cnn(CC(=O)N4CCCCCC4)c3c2c1 do in these assays?
Lmaj promast: 7; PPARg SRC2 recr: -6; PPARg SRC-3 ag: 2; TLR4 MyD88 comp: -5; PPARg SRC1 recr: 7; bIAP inhibitor: 6; DTT redox prof: -1.6; S1P3 antag: -16; TR-FRET SRC-2 ct: 1645; bIAP activator: 0.9

What do the screens show for `CC12CCC(C(=O)NCc3ccc(Cl)cc3)(OC1=O)C2(C)C` (stereo not drawn)?
Lmaj promast: -1; PPARg SRC2 recr: 4; PPARg SRC-3 ag: 8; TLR4 MyD88 comp: 1; PPARg SRC1 recr: 0; bIAP inhibitor: 4; DTT redox prof: 0.2; TR-FRET SRC-2 ct: 1423; bIAP activator: 1

What do the screens show for `CCOC(=O)N1CCN(C(=O)c2cn(CC)c3ccc(S(=O)(=O)N4CCCC4)cc3c2=O)CC1`?
Lmaj promast: -1; ROMK mod: 1.1; PPARg SRC2 recr: 4; PPARg SRC-3 ag: 3; TLR4 MyD88 comp: 3; PPARg SRC1 recr: 4; bIAP inhibitor: 1; DTT redox prof: -0.1; S1P3 antag: 0; TR-FRET SRC-2 ct: 1602; bIAP activator: 1

Results for CCn1cc(C2=NCCO2)c2ccccc21 ?
Lmaj promast: -7; PPARg SRC2 recr: 9; PPARg SRC-3 ag: -4; TLR4 MyD88 comp: -5; PPARg SRC1 recr: 0; bIAP inhibitor: 8; DTT redox prof: -1.0; TR-FRET SRC-2 ct: 1544; bIAP activator: 0.9

How did Cc1cc(C)c(S(=O)(=O)N2CCOC2CNC(=O)C(=O)NCc2cccnc2)c(C)c1 (stereo not drawn) do in these assays?
Lmaj promast: -5; ROMK mod: -0.54; PPARg SRC2 recr: 4; PPARg SRC-3 ag: 0; TLR4 MyD88 comp: -5; PPARg SRC1 recr: 1; bIAP inhibitor: 12; DTT redox prof: 0.7; S1P3 antag: 3; TR-FRET SRC-2 ct: 1381; bIAP activator: 0.9

What do the screens show for `CSc1nc(C)c2c(n1)N(c1ccc(C(F)(F)F)cc1)CC2`?
Lmaj promast: -3; PPARg SRC2 recr: 10; PPARg SRC-3 ag: 5; TLR4 MyD88 comp: 6; PPARg SRC1 recr: 1; bIAP inhibitor: 0; DTT redox prof: 2.1; TR-FRET SRC-2 ct: 1410; bIAP activator: 1

What do the screens show for `COC(=O)c1ccc(Cn2nnc3ccccc3c2=O)o1`?
Lmaj promast: 0; PPARg SRC2 recr: 0; PPARg SRC-3 ag: -1; TLR4 MyD88 comp: 5; PPARg SRC1 recr: 2; bIAP inhibitor: -1; DTT redox prof: 1.6; S1P3 antag: -32; TR-FRET SRC-2 ct: 1365; bIAP activator: 1

How did CC(=O)/C(=N/Nc1cccc(Cl)c1)N1CCOCC1 do in these assays?
Lmaj promast: 8; ROMK mod: -0.017; PPARg SRC2 recr: 4; PPARg SRC-3 ag: 1; TLR4 MyD88 comp: -6; PPARg SRC1 recr: 5; bIAP inhibitor: -3; DTT redox prof: -0.4; TR-FRET SRC-2 ct: 1540; bIAP activator: 1

What do the screens show for `CSCCNC(=O)c1cccc(Cl)c1`?
Lmaj promast: 3; ROMK mod: -0.23; PPARg SRC2 recr: -3; PPARg SRC-3 ag: -4; TLR4 MyD88 comp: -4; PPARg SRC1 recr: -6; bIAP inhibitor: 13; DTT redox prof: 0.4; S1P3 antag: -13; TR-FRET SRC-2 ct: 1579; bIAP activator: 0.9

What do the screens show for `COc1ccc(C(CC(=O)c2ccc(C)cc2)Nc2ccc([N+](=O)[O-])cc2)cc1` (stereo not drawn)?
Lmaj promast: 96*; PPARg SRC2 recr: 4; PPARg SRC-3 ag: 1; TLR4 MyD88 comp: 9; PPARg SRC1 recr: 1; bIAP inhibitor: -23; DTT redox prof: 2.8; S1P3 antag: 44*; TR-FRET SRC-2 ct: 1554; bIAP activator: 1.2

How did COc1cccc(-c2cc(C(F)(F)F)nc(N3CCN(c4ccccc4)CC3)n2)c1 do in these assays?
Lmaj promast: 2; ROMK mod: 0.76; PPARg SRC2 recr: 4; PPARg SRC-3 ag: 2; TLR4 MyD88 comp: -2; PPARg SRC1 recr: 7; bIAP inhibitor: 8; DTT redox prof: -0.3; TR-FRET SRC-2 ct: 1623; bIAP activator: 0.9

How did COc1ccc(/C(N)=N/OC(=O)C2CCC(=O)N2S(=O)(=O)c2ccc(C)cc2)cc1OC (stereo not drawn) do in these assays?
Lmaj promast: -6; ROMK mod: 0.32; PPARg SRC2 recr: 2; PPARg SRC-3 ag: -2; TLR4 MyD88 comp: 11; PPARg SRC1 recr: 3; bIAP inhibitor: -13; DTT redox prof: -0.1; S1P3 antag: 4; TR-FRET SRC-2 ct: 1739; bIAP activator: 1.1

How did CCCCOC(=O)c1cccc(NC(=O)CC)c1 do in these assays?
Lmaj promast: -1; PPARg SRC2 recr: 9; PPARg SRC-3 ag: 2; TLR4 MyD88 comp: -20; PPARg SRC1 recr: 3; bIAP inhibitor: 2; DTT redox prof: 0.0; S1P3 antag: 5; TR-FRET SRC-2 ct: 1458; bIAP activator: 1

Results for COc1cc(NC(=O)CN2C(=O)NC(C)(CC(C)C)C2=O)cc(OC)c1 (stereo not drawn) ?
Lmaj promast: -3; ROMK mod: -0.74; PPARg SRC2 recr: 3; PPARg SRC-3 ag: 0; TLR4 MyD88 comp: -11; PPARg SRC1 recr: -5; bIAP inhibitor: -3; DTT redox prof: -0.9; S1P3 antag: -25; TR-FRET SRC-2 ct: 1454; bIAP activator: 1

How did O=C1Nc2ccccc2C12Nc1ccccc1S2 (stereo not drawn) do in these assays?
Lmaj promast: -5; PPARg SRC2 recr: -5; PPARg SRC-3 ag: 5; TLR4 MyD88 comp: -2; PPARg SRC1 recr: 1; bIAP inhibitor: 17; DTT redox prof: 3.8; S1P3 antag: -39; TR-FRET SRC-2 ct: 1599; bIAP activator: 0.8

Results for O=C(CSc1nnc(-c2ccco2)n1CC1CCCO1)N1CCCCC1 (stereo not drawn) ?
Lmaj promast: -6; PPARg SRC2 recr: -3; PPARg SRC-3 ag: -4; TLR4 MyD88 comp: -6; PPARg SRC1 recr: 1; bIAP inhibitor: 12; DTT redox prof: 2.3; S1P3 antag: -5; TR-FRET SRC-2 ct: 1324; bIAP activator: 0.9

What do the screens show for `Cc1c(NC(=O)c2noc3c2CCc2ccccc2-3)c(=O)n(-c2ccccc2)n1C`?
Lmaj promast: -5; PPARg SRC2 recr: 3; PPARg SRC-3 ag: 9; TLR4 MyD88 comp: 5; PPARg SRC1 recr: 0; DTT redox prof: -0.5; S1P3 antag: 3; TR-FRET SRC-2 ct: 1445

What do the screens show for `Cc1cccc(N(NC(=O)C(C)(C)O)C(=O)c2ccccc2)c1`?
Lmaj promast: -3; PPARg SRC2 recr: 1; PPARg SRC-3 ag: 13; TLR4 MyD88 comp: -10; PPARg SRC1 recr: 3; bIAP inhibitor: -4; DTT redox prof: 0.2; TR-FRET SRC-2 ct: 1551; bIAP activator: 1

What do the screens show for `O=C(CCN1C(=O)c2ccccc2C1=O)Nc1cc(F)ccc1F`?
Lmaj promast: 1; ROMK mod: -1; PPARg SRC2 recr: 10; PPARg SRC-3 ag: 12; TLR4 MyD88 comp: 1; PPARg SRC1 recr: 6; bIAP inhibitor: 7; DTT redox prof: 0.3; TR-FRET SRC-2 ct: 1504; bIAP activator: 0.9

How did CSC1=NC(=O)/C(=C/c2ccc(SC)cc2)S1 do in these assays?
Lmaj promast: -7; ROMK mod: -0.65; PPARg SRC2 recr: 4; PPARg SRC-3 ag: 7; TLR4 MyD88 comp: 3; PPARg SRC1 recr: 3; bIAP inhibitor: -6; DTT redox prof: -0.6; S1P3 antag: -22; TR-FRET SRC-2 ct: 1686; bIAP activator: 1.1

What do the screens show for `Cc1ccc(NN2C(=O)C=C(c3ccccc3)C2=O)cc1`?
Lmaj promast: 7; ROMK mod: -2.2; PPARg SRC2 recr: -3; PPARg SRC-3 ag: 1; TLR4 MyD88 comp: -3; PPARg SRC1 recr: 10; bIAP inhibitor: -24; DTT redox prof: -0.3; S1P3 antag: 15; TR-FRET SRC-2 ct: 1619; bIAP activator: 1.2

High-throughput results: PubChem, several laboratories
